# TIM10 inh = growth inhibitors of isogenic TIM10 control yeast, primary screen, counter-screen for tim10-1 yeast inhibitor project, luminescence, uHTS; inhibition, % at 10 µM; S. cerevisiae TIM10 strain growth, BacTiter-Glo luminescence, 24 h; 330,000 tested, 1.4% active;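 active = inhibition of 40% or more at the single tested concentration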;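 note: wild-type TIM10 isogenic control strain grown at permissive 25 °C; 0% = DMSO yeast wells and 100% = minimal medium wells without yeast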
# tim10-1 inh = growth inhibitors of tim10-1 mutant yeast, primary screen, luminescence, uHTS. S. cerevisiae tim10-1 ts strain growth, BacTiter-Glo, 24 h. inhibition, % at 20 µM. 330,000 tested, 2.2% active;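 active = inhibition of at least 40%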;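 note: mutant grown at 25 °C; 0% = DMSO wells with yeast and 100% = wells holding no yeast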
# NR3A LBD binder = binders of NR3A ligand-binding domain, primary screen, biophysical, differential scanning fluorimetry, uHTS | Glutamate receptor ionotropic, NMDA 3A (GRIN3A) ligand-binding domain | NR3A LBD differential scanning fluorimetry, Tm shift; 0% = protein alone, 100% = glycine-bound protein | Tm shift relative to glycine control, % at 25 µM | 340,000 tested, 2.5% active;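 active = melting temperature shift of at least 10% of the positive control shift, at one fixed dose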
# MPTP block = mitochondrial permeability transition pore inhibitors, primary screen, biochemical, isolated mouse mitochondria, absorbance; 360,000 tested, 1.4% active; inhibition, % at 10 µM; Ca2+ swelling absorbance, 30 min; AID 602449, 2012;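 active = inhibition of 50% or more, scaled per plate between neutral and stimulator controls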;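 note: 0% = DMSO wells given calcium and 100% = 1 mM EGTA wells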
# MIN6 prolif = inducers of MIN6 beta-cell proliferation, primary screen, ATP luminescence, uHTS | MIN6 cells proliferation, ATPlite luminescence, 48 h; cells starved in 0.2% serum; 100% = growth in 10% serum | 330,000 tested, 0.29% active | proliferation, % at 10 µM;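 active = compounds whose signal lies at least 3.5 SD above the mean of all wells on their plate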;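 note: 0% = DMSO-treated cells in low-serum medium and 100% = 10% serum control; some compounds called inactive have numbers as strong as hits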
# NLRP3 yeast inh = NALP3 inflammasome inhibitors in reconstituted yeast, primary screen, luminescence, uHTS; Yeast reconstituted NLRP3/ASC/caspase-1, beta-gal luminescence, 24 h; inhibition, % at 10 µM; 330,000 tested, 0.39% active; AID 2825, 2010;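 active = inhibition of 50% or more; inactive = inhibition below 50%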;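 note: plate controls were induced DMSO wells for no effect and uninduced yeast grown without galactose for full effect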
# tim23-1 inh = growth inhibitors of tim23-1 mutant yeast, primary screen, luminescence, uHTS | S. cerevisiae tim23-1 growth, BacTiter-Glo luminescence, 24 h | inhibition, % at 20 µM | 330,000 tested, 1.3% active;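 active = growth inhibition of the mutant yeast at or above 50%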;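 note: temperature-sensitive mutant grown at 25 °C; plate controls were DMSO-treated mutant yeast for no effect and medium wells lacking yeast for full effect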
# APJ antagonist = antagonists of human apelin receptor APJ, primary screen, CHO-K1 cells, beta-arrestin complementation, luminescence; inhibition, % at 20 µM; P35414; AID 2521, 2010; 330,000 tested, 0.32% active;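 active = inhibition above about 40% at 20 µM, limit read from the data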;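 note: cells challenged with 10 nM apelin-13 agonist together with compound; plate controls were apelin-13 plus DMSO wells for no effect and DMSO wells lacking apelin-13 for full effect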
# Target sequence (P35414 whole entry, looked up): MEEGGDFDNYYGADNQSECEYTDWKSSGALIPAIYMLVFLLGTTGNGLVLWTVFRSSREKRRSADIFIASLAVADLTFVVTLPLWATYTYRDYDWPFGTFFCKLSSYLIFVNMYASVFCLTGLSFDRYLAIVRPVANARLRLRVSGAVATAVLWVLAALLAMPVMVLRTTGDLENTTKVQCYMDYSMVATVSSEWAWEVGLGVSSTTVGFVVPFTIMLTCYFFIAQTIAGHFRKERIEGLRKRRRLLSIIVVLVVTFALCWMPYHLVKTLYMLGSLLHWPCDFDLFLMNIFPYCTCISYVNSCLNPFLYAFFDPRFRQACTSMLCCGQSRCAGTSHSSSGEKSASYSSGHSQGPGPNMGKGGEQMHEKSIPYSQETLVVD
# APJ ag = agonists of human apelin receptor APJ, primary screen, CHO-K1 cells, PathHunter beta-arrestin, luminescence; 330,000 tested, 0.11% active; P35414; AID 2520, 2010; 0% DMSO wells, 100% apelin; activation, % at 20 µM;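 active = activation more than six SD over the plate average, tested at 20 µM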;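 note: 0% = DMSO alone and 100% = apelin-13 at 10 nM; some results filed as inactive read as strong as hits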
#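 system = engineered CHO-K1 APJ arrestin reporter cells | input = 1000 cells per well | timing = overnight seeding, 90 min compound at 25 °C, 1 h detection | measured by = enzyme-fragment complementation luminescence | read-out = beta-arrestin recruitment to APJ as agonist activity, luminescent signal | control set = negative DMSO alone, positive Apelin-13 at 10 nM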
# Active calls of the source: *; nt = not tested or not shown.
SMILES,TIM10 inh,tim10-1 inh,NR3A LBD binder,MPTP block,MIN6 prolif,NLRP3 yeast inh,tim23-1 inh,APJ antagonist,APJ ag
NC(=O)c1ccc(NC(=O)COC(=O)c2ccc3ccccc3n2)cc1,-1,2,-9,0.6,-3,15,10,3,-1
Oc1c(Cl)cc(Cl)cc1CNn1cnnc1,18,9,1,-0.5,-2,-31,-49,-4,-2
CC(=O)OC(CC(=O)O)C[N+](C)(C)C (centres undefined),9,-5,3,4.2,-3,27,-13,-4,-3
CCOc1ccc(Cl)cc1S(=O)(=O)NCc1ccccn1,16,12,1,-2.0,2,18,-6,8,-4
Cc1ccc(CNC(=O)CN(C)S(=O)(=O)c2ccc(F)cc2)cc1,-6,8,1,0.3,-2,9,17,7,-8
Cc1cc(C(C)(C)C)cc(C)c1CCNC(=O)c1c(C)noc1C,12,27,-3,-0.2,-4,15,19,-2,16
O=C(CSc1nnc(-c2cccc(S(=O)(=O)N3CCCC3)c2)n1-c1ccccc1)Nc1ccc(C(=O)O)cc1,9,-3,0,-2.2,-1,4,15,-7,0
CCCNS(=O)(=O)c1ccc(NC(=O)Cc2cccs2)cc1,18,7,-1,1.6,0,-19,14,-9,8
CNC(=O)Nc1ccc2nc(C)sc2c1,8,5,0,0.9,-2,18,-2,3,-3
COc1ccc(C(=O)NC(=S)Nc2ccc([N+](=O)[O-])cc2C)cc1OC,9,22,28*,-0.1,0,-8,13,34,-10
Cc1onc(-c2c(Cl)cccc2Cl)c1C(=O)N1CCOCC1,7,-21,2,-1.8,0,20,8,4,-1
Cc1nn(-c2ccccc2)c(Cl)c1C(=O)Nc1nnc(C2CCCCC2)s1,-11,9,0,-0.4,-4,-5,-4,-1,-2
COc1ccc(OC)c(NC(=O)C(=O)NNC(=O)c2cccs2)c1,17,-1,3,0.2,2,3,0,6,-4
O=C(Nc1ccccc1)C1=C[C@H](c2ccc(C(F)(F)F)cc2)C[C@H](OCc2ccc(CO)cc2)O1,10,26,8,nt,-9,32,38,1,-5
COc1cccc(NC(=O)COC(=O)CCn2c(C)csc2=O)c1,8,14,2,-2.1,1,10,11,2,11
CC(N=C1NS(=O)(=O)c2ccccc21)C(=O)N1CCc2ccccc2C1 (centres undefined),-13,3,0,0.2,-4,11,3,-16,-3
COc1cccc(C(=O)OCn2nnc3ccccc3c2=O)c1,-3,18,-6,-0.2,-1,20,19,6,0
O=C(CCC(=O)c1ccc(F)cc1)Nc1ccccc1Cl,-7,0,-2,0.5,1,30,-6,10,-2
COc1ccc(S(=O)(=O)c2c(O)c3ccc(C(=O)Nc4ccccc4)cc3[nH]c2=O)cc1,10,-6,2,-1.7,-2,-5,1,10,7
O=C(CSc1ncccn1)NCc1ccccc1Cl,-2,-11,0,-0.7,-2,7,12,-10,-2
Cc1cc(Br)ccc1OCC(=O)NC1CCCC1,-18,-3,-2,0.3,5,25,3,20,0
COC(=O)CCSCC(=O)N1N=C(c2ccc(Br)cc2)CC1c1cccc(OC)c1OC (centres undefined),10,-8,1,-2.2,-5,21,26,20,-2
CC(=O)C12CCCCC1CC1C3CC(C)C4(O)CC(=O)CCC4(C)C3CCC12C (centres undefined),18,26,1,1.1,-1,31,22,-35,0
COC(=O)C(C)(C)ONC(=O)Nc1ccccc1Cl,13,-1,-1,-0.1,0,1,1,-14,0
C=CCN(CC=C)C(=O)Cc1ccc(F)cc1,-22,-21,-1,0.4,-3,-27,3,2,9

# Marked active in NR3A LBD binder (from the list above):
Compound	NR3A LBD binder	MPTP block	NLRP3 yeast inh	APJ antagonist
COc1ccc(C(=O)NC(=S)Nc2ccc([N+](=O)[O-])cc2C)cc1OC	28*	-0.1	-8	34

# Among those listed so far, these contain a COOH group:
SMILES,TIM10 inh,tim10-1 inh,NR3A LBD binder,MPTP block,MIN6 prolif,NLRP3 yeast inh,tim23-1 inh,APJ antagonist,APJ ag
CC(=O)OC(CC(=O)O)C[N+](C)(C)C (centres undefined),9,-5,3,4.2,-3,27,-13,-4,-3
O=C(CSc1nnc(-c2cccc(S(=O)(=O)N3CCCC3)c2)n1-c1ccccc1)Nc1ccc(C(=O)O)cc1,9,-3,0,-2.2,-1,4,15,-7,0

# (list continues)
SMILES,TIM10 inh,tim10-1 inh,NR3A LBD binder,MPTP block,MIN6 prolif,NLRP3 yeast inh,tim23-1 inh,APJ antagonist,APJ ag
Cc1nc(-c2cccc(S(=O)(=O)N3CCC(C)CC3)c2)cs1,30,36,3,23,-2,15,38,-40,-1
COc1ccccc1C1CC(=O)n2c(nc(-c3ccccc3)c2-c2ccccc2)S1 (centres undefined),21,16,1,-1.5,1,-44,24,5,-3
CS(=O)(=O)N1CCN(c2ccccc2NC(=O)c2ccc(Br)o2)CC1,0,8,1,0.1,-1,27,-9,24,-2
Oc1ccc2ccccc2c1CN1CCN(c2ccccc2)CC1,7,-2,1,1.6,-2,-20,14,-3,-2
Cc1ccc(CCNC(=O)C2CCCN(C(=O)N(C)C)C2)cc1 (centres undefined),-19,7,-1,22,0,17,12,10,-3
CCOC(=O)[C@@H]1[C@H]2COc3cc(OC)ccc3[C@@H]2N2C(=O)N(c3ccc(Br)cc3)C(=O)[C@@]12C,13,29,-1,-1.4,-6,10,16,2,4
CC(=O)n1nc(-c2ccccc2)nc1NCc1ccc(N(C)C)cc1,-1,15,2,0.2,0,34,32,-26,-2
CC(C)(C)C(=O)Nc1ccc2c(c1)-c1cc(NC(=O)C(C)(C)C)ccc1C2,-5,-4,-4,1.1,0,18,0,11,4
CC1c2nc3ccccc3n2C(CC(=O)NCCCN2CCOCC2)C(=O)N1Cc1ccccc1 (centres undefined),4,2,0,1.2,-2,4,6,14,-1
Cn1c(CCc2ccccc2)n[nH]c1=S,-4,3,0,-1.6,0,-2,1,12,-2
COc1cccc(C(=O)NOCc2ccccc2)c1OC,8,16,0,-0.1,3,13,20,6,-7
COc1ccccc1CNC(=O)COC(=O)c1ccncc1,-3,-3,2,-0.6,-3,7,-7,5,-3
N#CC(C#N)=Cc1ccc(-c2ccc(S(=O)(=O)N=C(N)N)cc2)o1,10,20,-12,3.0,0,4,23,-10,-1
CCN1C(=O)C(O)(CC(=O)c2ccc(-n3cccc3)cc2)c2ccccc21 (centres undefined),8,24,-1,1.3,-2,14,21,-6,-2
CCC(C)C(=O)OCC1(c2ccc(C)cc2OC(=O)C(C)C)CO1 (centres undefined),-2,18,-1,-2.1,-3,29,-13,-7,-1
CC1(c2nnc(-c3ccc(F)cc3)o2)CC(c2ccc(Cl)cc2)=NO1 (centres undefined),1,17,4,-0.7,-4,37,24,-5,-3
CC1CCN(C(=S)NC(=O)C2CCCCC2)CC1,-8,9,-3,0.0,-1,8,19,17,-1
FC(F)(F)Oc1ccc(Nc2nc3ccccc3o2)cc1,27,39,6,1.1,-2,6,23,-1,7
CCOC(=O)/C(=N/Nc1ccc(Cl)cc1)Sc1nnnn1-c1ccc(C)cc1,6,18,-16,5.5,0,20,1,-1,-1
COC(=O)/C(=C\c1ccc2c(c1)c1ccccc1n2C)NC(=O)c1ccccc1,11,3,-12,3.3,-2,26,37,-11,2
CCOc1cc(NC(=S)NCC2CCCO2)c(OCC)cc1NC(=O)c1ccc(C)cc1 (centres undefined),-5,17,-1,-0.3,-1,15,11,-12,1
COc1ccc(CCNC(=O)C(=O)NCC2OCCN2S(=O)(=O)c2ccccc2)cc1 (centres undefined),4,8,-1,-0.5,0,19,12,-4,-4
O=C1C2CC=CCC2C(=O)N1CC1CCCO1 (centres undefined),1,7,2,-2.1,-3,3,5,9,1
O=C(NC1CC1)c1ccc2snnc2c1,3,15,4,0.3,-1,14,6,12,-2
Cc1nnc(SCC(=O)NC(=O)NC2CCCC2)n1N,-13,4,1,-0.2,-4,0,9,-14,-5
# More entries
SMILES,TIM10 inh,tim10-1 inh,NR3A LBD binder,MPTP block,MIN6 prolif,NLRP3 yeast inh,tim23-1 inh,APJ antagonist,APJ ag
Cc1ccc(C(=O)OCC(=O)Nc2sc3c(c2C#N)CCC3)cc1,-17,16,5,0.2,0,8,-6,6,0
O=C(NNC(=O)c1cccc(-n2cccc2)c1)c1ccc(F)cc1,-11,-24,-1,0.7,3,17,-11,-50,-1
Cn1c2ccc(F)cc2c2ncn(Cc3ccccn3)c(=O)c21,17,15,2,1.9,2,2,27,9,-2
Cc1ccc2c(c1)N(C(=O)CCC(=O)NCc1cccc(Cl)c1)CC(C)O2 (centres undefined),-1,31,2,-1.6,-4,17,36,11,0
COc1cc(C)c(C(C)C)cc1S(=O)(=O)N1CCN(C)CC1,3,13,1,0.8,-2,25,-1,5,-3
S=c1[nH]nc(CN2CCCC2)n1Cc1ccccc1,18,6,-2,-0.5,-3,12,5,3,3
Sc1nnc(-c2ccc(Cl)cc2)n1Cc1ccccc1,18,16,2,-2.7,-7,17,21,18,-6
O=C(Cc1ccc(S(=O)(=O)N2CCCC2)s1)NC1CCCCCC1,-12,21,-4,1.0,-3,7,15,-5,-3
COc1ccc(OC)c(C2=NOC(C(=O)Nc3cccc(C(C)=O)c3)C2)c1 (centres undefined),2,25,0,-1.1,-3,13,25,-6,-1
Cc1nnc(NC(=O)c2ccc(-c3ccc(Cl)cc3)o2)s1,3,-5,-11,-2.1,0,14,5,-49,8
Cc1cc(C)n(-c2nc(SCCN(C)C)c3c4c(sc3n2)CCCC4)n1,27,35,-3,5.2,-6,26,7,49*,-11
COC(=O)c1ccc(N2CCN(S(=O)(=O)c3ccccc3)CC2)c([N+](=O)[O-])c1,3,42*,0,2.8,-3,13,30,8,-2
COc1ccc(OC)c(NC(=O)CN(C)CCOc2ccc(Br)cc2)c1,-22,-6,3,0.7,0,-2,6,-1,-4
COc1ccc(C(CNS(=O)(=O)c2ccc(NC(C)=O)c(OC)c2)N2CCCCC2)cc1 (centres undefined),-13,-9,0,-0.5,1,16,-12,-5,-2
Cc1ccc(NC(=O)CSc2nc(=O)n(CCCN(C)C)c3c2CCC3)c(C)c1,10,3,-1,0.1,-2,13,-5,3,-7
O=C(NCc1ccncc1)c1cccc(S(=O)(=O)Nc2ccc(F)cc2)c1,1,3,1,1.2,-3,-2,-8,-4,-2
CCc1cc2c(=O)c(-c3ccc4c(c3)OCCO4)coc2c(CN2CCCCC2C)c1O (centres undefined),15,9,-1,0.4,-2,21,21,10,-4
Cc1n[nH]c(=O)c2c(NC(=O)COC(=O)c3cccc(OC(F)F)c3)oc(C)c12,1,0,0,0.4,-2,-8,-3,11,-7
O=C(CCCNC(=O)c1ccc(Cl)cc1)Nc1ccccc1F,-2,-18,-2,0.5,4,-4,-12,-7,-2
Cc1c(C(=O)c2cccc([N+](=O)[O-])c2)c2ccccn2c1CCC#N,9,17,0,3.1,4,-2,31,-9,-2
CC1(C(=O)Nc2c(F)c(F)c(F)c(F)c2F)CC1(Br)Br (centres undefined),-15,6,3,3.8,-3,8,16,-2,0
COc1ccc(C(O)(CCN2CCCCC2)C2CCCCC2)cc1 (centres undefined),-4,20,1,-0.1,-3,-1,11,17,-4
COC(=O)NNC(=O)c1ccc(C)c(Br)c1,-26,-45,-3,-0.9,-2,-6,-20,7,-3
Cc1cc2oc(=O)cc(-c3ccccc3)c2c(C)c1-c1ccc(C#N)cc1,3,16,-1,-1.4,nt,nt,42,nt,nt

# Source: PubChem (Sanford-Burnham Center for Chemical Genomics)
